Source: PubChem BioAssay
Coupling enz = qHTS Assay for Inhibitors of Fructose-1,6-bisphosphate Aldolase from Giardia Lamblia: Coupling assay counterscreen | hit rate 0.67% among 290,000 | activity change, negative = inhibition, % at 58.2 µM, hits read low | coupling enzyme system counterscreen, AmpLite Red fluorescence | AID 2472, 2010; in the data active = activity change below about -30%
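Counterscreen lacking aldolase: glyceraldehyde-3-phosphate coupling-enzyme reagent preincubated 10 min at RT with compound (at 57.5 uM final), then substrate/coupling system with AmpLite Red added; fluorescence read at 525/598 nm after 20 min RT.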
BCR signal inh = qHTS Assay to Find Inhibitors of Chronic Active B-Cell Receptor Signaling; ABC-DLBCL IkBa-CBG/CBR reporter, luminescence ratio, 4 h; Potency, µM (top dose mostly 46.1 µM), without a hit: at the highest dose ratio change, negative = lower green/red ratio, most hits filed as inhibitors; hit rate 0.05% among 340,000; active = well fitted inhibition curve with a large enough effect in the signal ratio, with a control signal flat, not every such curve was filed as active; inconclusive = small, poorly fitted or top-dose-only effect, or effect the other way, or a change in a side signal; the % refers to the signal ratio;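 also: potency is read from the fitted curve at half-maximal effect; plate controls were basal doxycycline-induced cells for no effect and cells given 10 µM MG132 for full effect; MG132 reads +100%, hits lower the ratio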
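Compounds up to 46 uM were incubated four hours with TMD8 cells whose green CBG68 luciferase is fused to IkappaBalpha; red CBR luminescence normalised the signal, and concentration-effect curves were fitted to fusion, red and ratio data.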
Giardia kill = Small Molecules that selectively kill Giardia lamblia: qHTS; Giardia lamblia trophozoite viability; activity change, % at 7.66 µM, hits read low; hit rate 0.15% among 340,000; AID 540267, 2011; in the data active = activity change below about -80%; inconclusive = between about -30% and that limit;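 also: parasites exposed to compound for two days anaerobically before the ATP read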
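Luminescence from cellular ATP indicates surviving trophozoites (100 cells/well) following 48 hrs anaerobic compound treatment at 37 deg C; signal develops 15-30 min at room temperature.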
USP2a block = qHTS Assay for Inhibitors of Ubiquitin-specific Protease USP2a Using CHOP2 as the Reporter; Ubiquitin carboxyl-terminal hydrolase 2 (Homo sapiens), O75604; USP2 core, Ub-CHOP2 coupled fluorogenic reporter, 485/531; Potency, µM (top dose mostly 38.3 µM), inactives show top-dose activity change, negative = inhibition, most hits filed as inhibitors; hit rate 0.01% among 330,000; AID 463254, 2010;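 also: potency is read from the fitted curve at half-maximal effect; plate controls were DMSO wells for no effect and full inhibition by NEM control for full effect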
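Deubiquitinase activity read as fluorescence (485/531 nm) after Ub-CHOP2 cleavage activates the enterokinase reporter on its substrate; USP2 core 10nM, Ub-CHOP2 and substrate 25nM each, 30min compound preincubation then 60min RT; data normalized to NEM, curves fitted.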
GALK inh = qHTS Assay for Inhibitors of Human Galactokinase (GALK); Purified GALK, Kinase-Glo residual ATP luminescence; Potency, µM (top dose mostly 57.5 µM), without a hit: at the top dose activity change, negative = inhibition, hits mostly inhibitors; hit rate 0.007% among 270,000; also: potency is read from the fitted curve at half-maximal effect
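Kinase-Glo Plus luminescence measured ATP left after a 1 h room-temperature reaction. The reaction used 5 nM GALK, 100 uM galactose and 35 uM ATP at pH 8.0 (20 mM HEPES, 5 mM MgCl2, 60 mM NaCl, 1 mM DTT, 0.01% BSA).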
Eya2 inh = qHTS Assay for Inhibitors of the Phosphatase Activity of Eya2 | hit rate 0.006% among 330,000 | Potency, µM (highest dose often 76.9 µM), for the others: top-dose activity, negative = inhibition, most hits filed as inhibitors | recombinant Eya2, OMFP fluorescence dephosphorylation (OMFP is methylfluorescein phosphate); also: potency is read from the fitted curve at half-maximal effect
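Eya2 protein (added as 0.2 uM solution) was preincubated with compound for 10 min at ambient temperature in 50 mM HEPES pH 7.5, 50 mM NaCl, 5 uM MgCl2, 0.05% BSA, 1 mM DTT. OMFP (added at 50 uM) then reacted 10 min; fluorescence read at 485/525 nm.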
KCNH2 3.1 inh = qHTS for Inhibitors of KCHN2 3.1: Mutant qHTS; Potassium voltage-gated channel subfamily H member 2, brain isoform KCNH2 3.1 (human); U2OS KCNH2 3.1, thallium flux FluxOr; active compounds read low; activity change, % (tested at about 1.8 µM); hit rate 0.95% among 340,000;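 active = maximum activity change below -70%; inconclusive = maximum activity change from -70% to -50%; inactive = maximum activity change above -50%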;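 also: thallium influx rate constant from kinetic fluorescence after stimulation buffer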
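Steps: virus added to U2OS suspension (4 h, RT, dark); medium with 10% FBS added, cells plated, 37 C overnight; FluxOr/Red40 loading buffer 45 min RT; stimulation buffer, 2 min kinetic read; rate constant normalized.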
uPA surface inh = qHTS for Inhibitors of Cell Surface uPA Generation | cell surface uPA generation assay, qHTS | AID 540303, 2011 | hit rate 0.31% among 330,000 | Potency, µM (series often up to 38.3 µM), inactives show at the top dose activity change, negative = inhibition, hits mostly inhibitors; active = well fitted inhibition curve with a large enough effect; inconclusive = small, poorly fitted or top-dose-only effect; inactive = no such curve, though single readings can be large or run the other way; tested in mouse RAW 264.7 cells; also: potency is read from the fitted curve at half-maximal effect; nearly all actives have a fitted effect of over 55% in size
B2AR arrestin = qHTS assay of beta-arrestin-biased ligands of beta2-adrenergic receptor; Potency, µM (titrated, usually from 46.1 µM), for inactives: top-dose activation, usual class: activators; beta-arrestin recruitment to beta2AR, cell-based reporter; AID 492947, 2010; hit rate 0.02% among 330,000;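 also: potency is read from the fitted curve at half-maximal effect; 0% = DMSO controls and full agonism = EC100 isoproterenol or metaproterenol; nearly all actives have a fitted effect of over 65% in size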
PKM2 act = qHTS Assay for Activators of Human Muscle isoform 2 Pyruvate Kinase; Pyruvate kinase PKM (Homo sapiens), P14618; purified PKM2, Kinase-Glo ATP luminescence, activation; response scale: 0% is enzyme alone, no compound; Potency, µM (highest dose often 57.5 µM), inactives show top-dose activation, hits mostly activators; hit rate 0.34% among 260,000; AID 1631, 2009; also: potency is read from the fitted curve at half-maximal effect; nearly all actives have a fitted effect of over 55% in size
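Purified hPK-M2 (>95%) run at intermediate activity with 0.1 mM ADP and 0.5 mM PEP in 50 mM imidazole pH 7.2, KCl, MgCl2; 1 h room temperature. ATP formed read by Kinase-Glo luminescence; normalized to uninhibited and no-enzyme controls.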
KCNH2 WT inh = qHTS for Inhibitors of KCHN2 3.1: Wildtype qHTS | Voltage-gated inwardly rectifying potassium channel KCNH2 (Homo sapiens), Q12809 | U2OS, BacMam KCNH2, thallium flux FluxOr; active compounds read low | activity change, % at 1.84 µM | hit rate 0.37% among 340,000;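 active = maximum activity change below -70%; inconclusive = maximum activity change between -70% and -50%; inactive = maximum activity change above -50%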
Target sequence (Q12809 whole entry, looked up): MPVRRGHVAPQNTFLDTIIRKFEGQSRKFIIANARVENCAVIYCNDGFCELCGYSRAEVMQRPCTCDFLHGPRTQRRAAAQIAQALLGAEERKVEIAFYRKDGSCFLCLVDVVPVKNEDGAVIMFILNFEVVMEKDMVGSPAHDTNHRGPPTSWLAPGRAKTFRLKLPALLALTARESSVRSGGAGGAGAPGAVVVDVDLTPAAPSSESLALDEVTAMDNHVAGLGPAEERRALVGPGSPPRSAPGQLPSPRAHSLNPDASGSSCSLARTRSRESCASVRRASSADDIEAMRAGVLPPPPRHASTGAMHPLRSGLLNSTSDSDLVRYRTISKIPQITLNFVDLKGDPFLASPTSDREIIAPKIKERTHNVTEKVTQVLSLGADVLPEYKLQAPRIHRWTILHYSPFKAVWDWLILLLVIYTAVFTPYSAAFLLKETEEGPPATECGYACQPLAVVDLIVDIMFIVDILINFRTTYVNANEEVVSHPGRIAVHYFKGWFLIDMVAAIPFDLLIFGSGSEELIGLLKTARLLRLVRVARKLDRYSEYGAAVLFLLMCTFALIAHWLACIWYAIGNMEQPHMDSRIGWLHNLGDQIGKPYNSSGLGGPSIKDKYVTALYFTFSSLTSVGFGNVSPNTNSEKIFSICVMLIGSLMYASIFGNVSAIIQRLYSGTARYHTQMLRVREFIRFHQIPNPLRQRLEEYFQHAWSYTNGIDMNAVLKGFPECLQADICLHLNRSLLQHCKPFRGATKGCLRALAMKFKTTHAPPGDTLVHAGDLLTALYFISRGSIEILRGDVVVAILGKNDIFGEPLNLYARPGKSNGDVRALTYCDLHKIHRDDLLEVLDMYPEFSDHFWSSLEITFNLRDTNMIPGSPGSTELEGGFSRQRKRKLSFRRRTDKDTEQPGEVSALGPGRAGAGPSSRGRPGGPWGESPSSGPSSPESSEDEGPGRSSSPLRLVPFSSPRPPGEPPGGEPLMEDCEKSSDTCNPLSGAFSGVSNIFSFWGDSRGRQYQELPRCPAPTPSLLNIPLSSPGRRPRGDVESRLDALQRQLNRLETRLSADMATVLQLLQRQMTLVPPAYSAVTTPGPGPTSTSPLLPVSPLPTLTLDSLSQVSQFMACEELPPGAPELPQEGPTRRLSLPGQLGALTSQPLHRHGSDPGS
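U2OS cells were transduced with wild-type KCNH2 virus (2.03 x 10^8 / mL) for 4 h at room temperature, then cultured overnight at 37 C. Thallium flux was read with FluxOr dye. Rate constants were normalized to DMSO controls.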
Active calls of the source: *; ? = inconclusive; · = no result given; [ ] = another dose, or the depositor's remark. Unless noted, calls follow the shape of the dose curve; as a rule, active = well fitted curve in the direction sought with a large enough effect; inconclusive = small, poorly fitted or top-dose-only effect, or another doubt; inactive = no such curve, though single readings can be large; an effect the other way counts as inactive or inconclusive. Unless noted, % is scaled to controls: 0 for no effect and ±100 for the full control effect.

SMILES	Coupling enz	BCR signal inh	Giardia kill	USP2a block	GALK inh	Eya2 inh	KCNH2 3.1 inh	uPA surface inh	B2AR arrestin	PKM2 act	KCNH2 WT inh
COCCNC(=O)CC(c1ccccc1)c1ccccc1	1	8%	-24	-1%	0%	9%	-5	0%	-0.7%	2%	-3
O=C(/C=C/c1c(F)cccc1Cl)N1CCOCC1	·	-14%	5	-2%	5%	-12%	5	-5%	0.0%	-11%	11
O=C(Cn1cc[n+](Cc2ccccc2)c1)c1ccc([N+](=O)[O-])cc1	1	1%	-15	0%	1%	4%	-7	-11%	0.3%	2%	-1
COc1ccc(OC)c(NC(=O)CSc2nnc(-c3cnccn3)n2C)c1	·	-1%	4	3%	-3%	7%	0	-1%	-0.2%	·	-5
O=C(Nc1ccc(S(=O)(=O)Nc2cnc3ccccc3n2)cc1)c1cc(F)c(F)cc1Cl	-2	-10%	-7	-1%	-2%	7%	0	·	-0.3%	·	-9
COc1ccc(N(C)S(=O)(=O)c2cccc(C(=O)NC3CCC(C)CC3)c2)cc1 (stereo not given)	0	?	31[activator]	1%	-2%	-8%	-29	5%	0.1%	-15%	-3
Oc1ccccc1-c1cc(-c2ccccc2)n[nH]1	·	?	-11	3%	·	1%	-6	10%	-0.1%	·	-3
Brc1ccccc1C1Nc2cccc3cccc(c23)N1	0	?	6	3%	2%	0%	-6	-2%	-0.3%	0%	25
Cc1ccccc1Cn1cc(NC(=O)c2noc(C(C)C)c2[N+](=O)[O-])cn1	·	1%	-3	3%	1%	-10%	5	9%	-0.4%	·	7
CC(C)Cc1nnc(NC(=O)c2cc([N+](=O)[O-])ccc2N2CCOCC2)s1	2	6%	-22	1%	3%	-1%	10	-12%	-0.2%	2%	-8
Cc1cc(C)cc(NC(=O)CCCSc2nc3ccccc3[nH]2)c1	-14	0%	26	1%	2%	-5%	13	2%	-0.9%	-3%	-7
CCS(=O)(=O)N1CCCC(C(=O)NCCc2ccccc2)C1 (stereo not given)	1	13%	6	-2%	-3%	5%	2	1%	0.2%	-2%	-1
COc1ccc(S(=O)(=O)N2CCOC2CNC(=O)C(=O)NCCCn2ccnc2)cc1OC (stereo not given)	0	?	-9	2%	·	5%	0	-11%	-0.5%	0%	3
Cc1sc(=NC(=O)c2ccco2)n(C)c1-c1ccc(F)cc1	0	?	-20	3%	-2%	7%	2	-10%	0.2%	-4%	6
COc1ccc(N2CCN(c3ccc(NC(=O)C4CCCCC4)cc3C#N)CC2)cc1	6	19%	-12	1%	-2%	20%	-8	2%	-0.5%	4%	-4
COc1ccc(S(=O)(=O)Nc2ccccc2C(=O)NC(C)C)cc1OC	1	-1%	1	2%	-1%	-3%	-1	6%	0.2%	-2%	12
COc1ccc(NS(=O)(=O)c2cccc(C(=O)N3CCCC3)c2)cc1	·	-8%	-11	0%	·	11%	5	1%	0.0%	·	-5
CCC(C(=O)Nc1ccc2[nH]ncc2c1)c1ccccc1 (stereo not given)	2	-10%	3	1%	-6%	-1%	8	-6%	-0.6%	-1%	4
CCN(C(=O)c1cc2cc(OC)ccc2oc1=O)c1ccccc1	5	?	-9	1%	-2%	-5%	-1	-1%	0.3%	-3%	-10
COc1ccc(-c2cc(C(=O)NC3CCCCC3)no2)cc1OC	-2	-23%	-1	0%	-4%	14%	8	1%	0.2%	1%	1
CCN(CC(=O)Nc1ccccc1C(F)(F)F)C(=O)c1cc(S(=O)(=O)N2CCCCCC2)ccc1OC	·	-3%	-11	1%	·	6%	8	-10%	-0.2%	·	-18
CC(=O)c1cc(Cl)ccc1OCC(=O)NC1CCCC1	·	-14%	41[activator]	-1%	·	-34%	-5	-2%	0.4%	·	-15
CNC(=O)c1c(NC(NC(=O)c2ccco2)C(=O)c2ccc(Cl)cc2)sc2c1CCCC2 (stereo not given)	-9	?	-2	-1%	-3%	-4%	1	2%	-0.3%	-1%	13
Cc1cc(=O)n2nc(N3CCC(C(=O)N4CCN(C)CC4)CC3)sc2n1	0	0%	-1	1%	4%	-6%	9	-2%	-0.1%	-1%	4
O=C(Cn1nnc(-c2ccccc2Cl)n1)NCc1ccc2c(c1)OCO2	4	?	4	6%	0%	8%	-2	18%	-0.1%	-4%	-5

Carrying on.
SMILES	Coupling enz	BCR signal inh	Giardia kill	USP2a block	GALK inh	Eya2 inh	KCNH2 3.1 inh	uPA surface inh	B2AR arrestin	PKM2 act	KCNH2 WT inh
O=C(O)CSc1nc2ccccc2o1	12	1%	0	-1%	6%	-3%	1	4%	-0.4%	-13%	-1
COc1ccc(C(=O)N2CCN(c3ccc(C(C)=O)cc3F)CC2)cc1S(=O)(=O)NC1CC1	·	-6%	-10	2%	·	21%	-26	-4%	-0.1%	·	-42
COc1ccc(N(CC(=O)NCc2ccccc2OC)S(=O)(=O)c2c(C)nn(C)c2C)cc1	-4	-3%	1	1%	1%	7%	18	4%	-0.3%	0%	8
C=CC[C@H](CC(=O)N(CCO)Cc1ccccc1)C(=O)N[C@H](COC(=O)[C@@H](CC=C)CC(=O)OC(C)(C)C)Cc1ccccc1	·	0%	-4	1%	·	-3%	-14	1%	0.1%	·	12
CCC(C(=O)OCC(=O)N(CC)c1c(N)n(Cc2ccccc2)c(=O)[nH]c1=O)c1ccccc1 (stereo not given)	·	0%	4	2%	·	0%	12	13%	-0.9%	·	-11
Cc1ccc(C(=O)N2CCN(c3ccc([N+](=O)[O-])c(NCc4cccnc4)c3)CC2)cc1	4	?	15	0%	1%	-3%	-14	-11%	-2.1%	-2%	1
CCC(=O)Nc1ccc(-c2csc(C)n2)cc1	1	-1%	-17	4%	·	13%	-15	-3%	-0.4%	-10%	-12
CCCN(C(=O)c1ccc([N+](=O)[O-])c(C)c1)c1c(N)n(Cc2ccccc2)c(=O)[nH]c1=O	·	-3%	6	0%	·	-2%	8	-14%	0.3%	·	11
Cc1cc(C)n(-c2nc3nonc3nc2-n2nc(C)cc2C)n1	1	3%	-10	-1%	-5%	-12%	2	0%	0.2%	2%	0
CC1Oc2ccccc2N(CC(=O)Nc2ccccc2F)C1=O (stereo not given)	0	?	-6	-1%	-8%	-11%	0	3%	0.4%	3%[11.5 µM]	-6
CONC(=O)C1CCN(C(=O)OCc2ccccc2)CC1	3	3%	-1	0%	0%	13%	-18	0%	0.0%	-2%	-12
CC12CCC(=O)N1C(C(=O)NCCN1C(=O)S/C(=C\c3ccc(F)cc3)C1=O)CS2 (stereo not given)	·	?	21	-2%	·	-18%	2	-5%	0.2%	·	10
COC(=O)C1=C(CN2CCc3ccccc32)NC(=O)NC1c1cc(C)ccc1C (stereo not given)	-22	?	7	-7%	0%	13%	1	-8%	7.5%	7%	-3
c1coc(-c2cc(C3CCNCC3)[nH]n2)c1	2	-1%	-6	1%	-6%	-1%	-29	-3%	0.2%	3%	-1

Compound profiles (already shown). Order of screens: Coupling enz, BCR signal inh, Giardia kill, USP2a block, GALK inh, Eya2 inh, KCNH2 3.1 inh, uPA surface inh, B2AR arrestin, PKM2 act, KCNH2 WT inh
Profile of COc1ccc(C(=O)N2CCN(c3ccc(C(C)=O)cc3F)CC2)cc1S(=O)(=O)NC1CC1 → ·, -6%, -10, 2%, ·, 21%, -26, -4%, -0.1%, ·, -42
Profile of COc1ccc(S(=O)(=O)Nc2ccccc2C(=O)NC(C)C)cc1OC → 1, -1%, 1, 2%, -1%, -3%, -1, 6%, 0.2%, -2%, 12
Profile of CONC(=O)C1CCN(C(=O)OCc2ccccc2)CC1 → 3, 3%, -1, 0%, 0%, 13%, -18, 0%, 0.0%, -2%, -12
Profile of COc1ccc(N2CCN(c3ccc(NC(=O)C4CCCCC4)cc3C#N)CC2)cc1 → 6, 19%, -12, 1%, -2%, 20%, -8, 2%, -0.5%, 4%, -4
Profile of Cc1cc(=O)n2nc(N3CCC(C(=O)N4CCN(C)CC4)CC3)sc2n1 → 0, 0%, -1, 1%, 4%, -6%, 9, -2%, -0.1%, -1%, 4
